PV pol inh: inhibitors of poliovirus RNA polymerase binding and polymerization; P03300; poliovirus polymerase elongation, fluorescence polarization; stronger effect = lower value; % elongation, % (compound at 16.7 µg/mL); actives 0.66% (n = 150,000); in the data active means % elongation below about 90%; further: some results filed as inactive read as strong as hits
Target sequence (P03300 1749-2209 limits assumed): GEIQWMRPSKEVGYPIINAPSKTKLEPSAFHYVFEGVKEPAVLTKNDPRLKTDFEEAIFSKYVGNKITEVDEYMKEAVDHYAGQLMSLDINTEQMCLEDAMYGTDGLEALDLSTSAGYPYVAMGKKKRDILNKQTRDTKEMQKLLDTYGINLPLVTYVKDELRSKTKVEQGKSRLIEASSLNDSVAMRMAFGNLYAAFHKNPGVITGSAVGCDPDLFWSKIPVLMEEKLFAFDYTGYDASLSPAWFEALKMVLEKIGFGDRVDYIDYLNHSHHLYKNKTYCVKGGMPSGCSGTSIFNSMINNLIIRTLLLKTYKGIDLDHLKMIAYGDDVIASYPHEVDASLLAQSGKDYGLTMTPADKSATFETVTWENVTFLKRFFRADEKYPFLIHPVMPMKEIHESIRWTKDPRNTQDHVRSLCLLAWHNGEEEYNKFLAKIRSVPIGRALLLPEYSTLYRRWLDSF
PV pol inh FP z-score: also measured in PV pol inh; calls as there; z-score; measured here: FP z-score; hits read low
Starred values were filed as active, the others as inactive; & = joins results of further samples. This is a subset. The share of hits here may be higher or lower than overall.

canonical_smiles,PV pol inh,PV pol inh FP z-score
CSc1ccc(C(=O)NC(=O)NCc2cccc(Cl)c2)s1,100,-0.4
COc1cc(OC)cc(C(=O)Nc2cc(NC(=O)c3ccco3)ccc2OC)c1,99,-0.2
S=c1nc(N=Cc2ccco2)cc(/N=C/c2ccco2)[nH]1,89,-1.5
Cc1ccc(C)c(NC(=O)c2cccs2)c1,104,1.1
CC1CCN(S(=O)(=O)c2ccc3nc(N4CCN(c5ccccc5)CC4)ccc3c2)CC1,109,0.5
Cc1ccc(CNC(=O)c2cc(-c3ccc(Cl)cc3)on2)cc1,106,-0.2
COC(=O)c1ccc(CSc2nnc(-c3ccc(OC)cc3)o2)cc1,99,-0.7
CCC(=O)Nc1ccc(-c2nc3c(C)cccc3c(=O)o2)cc1,104,0.8
Clc1ccc(CCNc2ncnc3[nH]ncc23)cc1,98,-0.4
O=C1C=CC(=O)N1c1cc(C(F)(F)F)ccc1Cl,101,0.1
CCOc1ccc(C(=O)OCC(=O)Nc2ccc(S(N)(=O)=O)cc2)cc1,103,0
Cc1cc(Nc2cccc(Cl)c2)nc2ccc(NC(=O)c3ccccn3)cc12,99,-1

Record cards, from the list above. Order of screens: PV pol inh | PV pol inh FP z-score
Cc1ccc(CNC(=O)c2cc(-c3ccc(Cl)cc3)on2)cc1 as listed: 106 | -0.2
Cc1cc(Nc2cccc(Cl)c2)nc2ccc(NC(=O)c3ccccn3)cc12 as listed: 99 | -1
CSc1ccc(C(=O)NC(=O)NCc2cccc(Cl)c2)s1 as listed: 100 | -0.4
CCOc1ccc(C(=O)OCC(=O)Nc2ccc(S(N)(=O)=O)cc2)cc1 as listed: 103 | 0
S=c1nc(N=Cc2ccco2)cc(/N=C/c2ccco2)[nH]1 as listed: 89 | -1.5

Carrying on:
canonical_smiles,PV pol inh,PV pol inh FP z-score
C=CCN(CC=C)Cn1c(=S)oc2ccc(S(=O)(=O)Nc3ccc(OC)cc3)cc21,93,-1.1
Cc1ccc(-c2nnc3ccccc3c2C(=O)Nc2cccc(Cl)c2)cc1,114,1.5
Cc1ccc(CNC2=NCCC2)n1C,105,0.3
COc1cccc(N2CCN(c3ccc4nnc(CCC(=O)O)n4n3)CC2)c1,109,0.4
CC(C)Sc1n[nH]c(=O)n1-c1ccc2c(c1)OCCO2,101,-1.5
O=C(Nc1ccccc1)C1CC(=O)n2ncnc2N1 (stereo unspecified),105,0.5
Cc1cc(OC(C)C(=O)N(Cc2ccco2)Cc2ccco2)cc(C)c1Cl (stereo unspecified),104,-0.5
COc1ccc(CCC(=O)NCc2ccc3c(c2)CCN3C(=O)c2ccc(F)cc2)cc1,100,-1.5
O=C1C(c2ccc(C(F)(F)F)cc2)=C(Nc2ccc(Cl)cc2)c2ccccc21,106,0.2
COc1ccccc1CNC(=O)c1cn(C)c(=O)c2cc(OC)c(OC)cc12,102,0.4
Cc1ccc(Cl)cc1NS(=O)(=O)c1ccc2oc(=O)c3ncn(C)c3c2c1,104,-0.5
COc1ccc2nc(NC(=O)c3cc(=O)c4ccccc4o3)sc2c1,112,0.8

The list continues.
canonical_smiles,PV pol inh,PV pol inh FP z-score
N#CSCC(=O)N1c2ccccc2CCc2ccccc21,100,-0.5
O=C(O)c1cccc(NC(=O)C2CCCCC2C(=O)O)c1 (stereo unspecified),103,0.3
CC(=O)Nc1ccc(N=NN2CCCCC2)cc1,104,0.9
O=C(CN1CCC(n2nnc3cc(C(F)(F)F)ccc32)CC1)Nc1ccc(N2CCCC2)cc1,104,0.9
O=C(CN1CCN(CC(=O)Nc2ccccc2F)CC1)Nc1ccc(Cl)c(C(F)(F)F)c1,110,0.8
COc1cc(CN2CCN(C(=O)c3ccccc3F)CC2)cc(OC)c1OC,103,0.3
CN(C(=O)COC(=O)c1cc(=O)[nH]c2ccccc12)c1c(N)n(Cc2ccccc2)c(=O)[nH]c1=O,100,0
CCOC(=O)c1cc(OC(=O)c2ccc(OC)cc2)n(-c2ccccc2)n1,108,0.5
O=c1[nH]c(=S)[nH]c2ccccc12,98&99,-0.4&-0.1
Cc1ccc(CCNC(=O)c2cc3cc(S(=O)(=O)N4CCCCC4)ccc3n2C)cc1,112,0.8
CCCn1cnc2cc(NCc3ccc(Cl)cc3Cl)ccc21,101,0.1
CC(=O)NC1C(=O)Nc2c1cccc2C(F)(F)F (stereo unspecified),107,0.8

The listing continues:
canonical_smiles,PV pol inh,PV pol inh FP z-score
COc1ccc(S(=O)(=O)N2CCN(C(=O)c3cc(C)oc3C)CC2)cc1,102,-0.2
CC(C)NC(=O)NNc1cc(N(C)C)c(C#N)c(N(C)C)n1,98,-0.9
COCc1cc(C)nc2sc(C(=O)N3CCC(C)CC3)c(N)c12,102,0.7
COc1cccc(NC(=O)Cn2cc(C(=O)c3ccccc3)c3ccccc32)c1,101,-0.6
CCC1CCCCN1CCCNC(=O)c1ccc2c(c1)N(Cc1ccc(Cl)cc1)C(=O)c1ccccc1S2(=O)=O (stereo unspecified),109,0.5
Cc1c(C#N)c2ccccc2n1CC(=O)O,101,-0.2
O=C(CSc1nccn(-c2cccc(F)c2)c1=O)NC1CCCCC1,102,0.5
N#Cc1ccc(C(=O)OCc2ccc(-c3cccc(Cl)c3Cl)o2)c(F)c1,102,0.3
CC(c1ccccc1)n1cc(C(=O)NCCN2CCCCCC2)nn1 (stereo unspecified),102,0.3
Cc1ccccc1CCNC(=O)c1ccc(NC(=O)N2CC(C)Sc3ccccc32)cc1 (stereo unspecified),107,0
CCOc1ccc(Nc2oc(-c3ccc(COc4ccccc4C)o3)nc2C#N)cc1,106,0.3
Cc1ccc(Cl)cc1N1CCN(c2ncnc3c2nc2n3CCCCC2)CC1,108,0.5

(list continues)
canonical_smiles,PV pol inh,PV pol inh FP z-score
O=C(COC(=O)/C=C/c1ccccc1)NC1CCCc2ccccc21 (stereo unspecified),102,0.1
CCCCNC(=O)Nc1ccc2c(c1)N(C)C(=O)c1ccccc1S2,108,0.1
CCS(=O)(=O)c1ncc(Cl)c(C(=O)Nc2ccccc2)n1,109,-0.4
CCOCCCNC(=O)Cn1nc(CC)n2c(cc3c(OC)cccc32)c1=O,103,-1.1
Cc1ccn2c(NC3CCCCC3)c(C)nc2c1,100,-0.2
CC(C)c1ccc(C2NC(=O)c3c(sc4c3CCN(C)C4)N2)cc1 (stereo unspecified),124,2.2
COc1ccc(CNc2ccccc2C(=O)O)c(OC)c1OC,100,-0.8
CC(=O)Nc1ccc(C(=O)CSc2nccn2C)cc1,101,-0.1
CCCCCSc1nnc(-c2ccc(Cl)cc2Cl)o1,101,0.6
O=C(CC1C(=O)NCCN1C(=O)Nc1ccccc1)Nc1cc(Cl)ccc1Cl (stereo unspecified),103,-0.3
CCC(Oc1ccc(F)cc1)C(=O)Nc1nonc1-c1ccccc1 (stereo unspecified),101,-0.5
Cc1cccc(NC(=O)CSCC(=O)Nc2ccc(S(N)(=O)=O)cc2)c1,102,0.1

More structures.
canonical_smiles,PV pol inh,PV pol inh FP z-score
CC(C)NC(=O)Cn1ncc2c3ccccc3n(Cc3ccc(F)cc3)c2c1=O,106,1.4
Nc1ccc2nc(Cc3ccccc3)[nH]c2c1,98,-0.7
Cc1cccc(NC(=O)c2ccccc2N)n1,100,-0.6
COc1ccccc1N1CCN(C(=O)CCNS(=O)(=O)c2ccc3c(c2)CCN3C(=O)C2CC2)CC1,111,0.9
CCc1ccc(C(=O)c2cn(CC(=O)Nc3ccc(Cl)cc3)c3cc4c(cc3c2=O)OCO4)cc1,107,-0.1
CCn1cc(C(=O)NCCc2ccccc2)c(=O)c2cc(S(=O)(=O)N3CCc4ccccc4C3)ccc21,103,-0.2
CCSc1ncc(Cl)c(C(=O)Nc2cc(C)ccc2C)n1,115,0
Cc1[nH]c2ccccc2c1C1N2CC3(C)CN1CC(C)(C2)C3=O (stereo unspecified),109,0.9
CN1C(=O)CSc2ccc(NC(=O)N3CCN(c4ccccn4)CC3)cc21,103,0.9
Cc1ccccc1NC(=O)CSc1nc2ccccc2c2nc(CCn3c(C)nc4ccccc43)nn12,106,0
COc1ccc(-n2c(=O)c3c(C)c(C)sc3n(CC(=O)NCc3ccc(C)cc3)c2=O)c(OC)c1,104,-0.2
COC(=O)CCC(=O)Nc1cccc2ccccc12,102,0.2

The listing continues.
canonical_smiles,PV pol inh,PV pol inh FP z-score
Nc1cc(C(F)(F)F)ccc1-n1cncn1,101,-0.1
CN(C)c1ccc(CN(C)C2CCCCC2)cc1,101,0.3
NS(=O)(=O)c1ccc(CCNC(=O)NC2CC(=O)N(c3ccccc3)C2)cc1 (stereo unspecified),100,-0.4
Cc1ccc(/C=C/c2onc(C)c2S(=O)(=O)N2CCC(C(=O)N3CCOc4ccccc43)CC2)cc1,105,-0.3
O=C(Cn1[nH]c(=O)c2ccccc2c1=O)OCN1C(=O)c2ccccc2C1=O,109,0.7
CN(CC(=O)O)C(=O)Nc1ccc(Cl)cc1Cl,99,-0.1
Cc1ccc(C(C(=O)NC2CC2)N(C(=O)Cn2nnc(-c3cccs3)n2)c2cnc3ccccc3c2)o1 (stereo unspecified),103,0.3
CCc1ccc(-c2cc(O)cc3sc(=O)oc23)cc1,102,0.1
O=C1CS/C(=N/S(=O)(=O)c2ccccc2)N1C1CCCCC1,104,0.6
Cc1ccc2nc(SCc3nc(-c4ccc(Cl)cc4)no3)[nH]c2c1,103,-0.2
C=CCSc1nnc(NC(=O)CSc2nc(C)cc(=O)[nH]2)s1,88*,-4*
COc1ccc(-c2noc(N3CCC(C(=O)NCCCN4CCCCC4)CC3)n2)cc1,100,-1

Exported with each value named: three of the compounds above.
NS(=O)(=O)c1ccc(CCNC(=O)NC2CC(=O)N(c3ccccc3)C2)cc1 (stereo unspecified)
  PV pol inh = 100 | PV pol inh FP z-score = -0.4
CC(=O)NC1C(=O)Nc2c1cccc2C(F)(F)F (stereo unspecified)
  PV pol inh = 107 | PV pol inh FP z-score = 0.8
COc1cccc(N2CCN(c3ccc4nnc(CCC(=O)O)n4n3)CC2)c1
  PV pol inh = 109 | PV pol inh FP z-score = 0.4

(further entries)
canonical_smiles,PV pol inh,PV pol inh FP z-score
COc1ccc(S(=O)(=O)Nc2cncc(C(=O)NCc3ccc(C)cc3)c2)cc1,102,0.2
O/N=C(\c1ccccc1)c1cc2ccccc2o1,100,0.1
COc1ccccc1N1CCN(c2nc3ccccc3n3cnnc23)CC1,108,1.4
O=C(Cn1c(=O)oc2ccccc21)NCc1ccco1,101,-0.5
CC(C)c1ccc(NC(=O)C2CCCN(S(=O)(=O)c3cccc4cccnc34)C2)cc1 (stereo unspecified),106,0.4
O=C(CSc1nc(=O)n(CCN2CCOCC2)c2c1CCCC2)Nc1cccc(C(F)(F)F)c1,98,-1.7
CC(C)C(NC(=O)c1ccccc1)C(=O)Nc1nc2ccc(Cl)cc2s1 (stereo unspecified),102,0.1
O=C(COc1cccc(-n2cnnn2)c1)N1CCOCC1,104,0.8
Cc1cc(C(=O)CN2CCCC2c2cccs2)c(C)n1-c1c(C)n(C)n(-c2ccccc2)c1=O (stereo unspecified),105,0.3
O=C(NCc1ccccn1)c1cc(-c2ccccc2O)no1,102,-0.7
COC(=O)c1cnn(-c2ccc(C(=O)Nc3ccc(OC(F)(F)F)cc3)cc2)c1N,110,0.9
COc1ccc(NC(=O)COCc2cc(-c3ccco3)on2)cc1,104,0.3

Further results:
canonical_smiles,PV pol inh,PV pol inh FP z-score
CC12COC3(C(=O)N4CCCCC4)CC1CCC32C (stereo unspecified),101,-0.1
O=C(COc1ccccc1F)NC1CC(=O)N(c2ccc3c(c2)OCCO3)C1 (stereo unspecified),105,-0.5
NC(=O)c1ccc(NC(=O)COC(=O)c2ccc(-n3cnnn3)cc2)cc1,105,0.4
COc1ccc(-c2sc(C(=O)O)c(C)c2C#N)cc1,99,-0.2
CN1CCN(CCCNC(=O)c2cnn(-c3ccccc3)c2C2CCN(C(=O)OC(C)(C)C)CC2)CC1,100,-1.3
COc1cccc(C(=O)OCC(=O)N2CCc3ccccc3C2)c1,99,-0.3
CC1=[N+](CCC#N)CC(C)(C)C1,101,-0.1
CCOc1ccc(NC(=O)CCCn2nc(CC)n3c(cc4occc43)c2=O)cc1,105,1.3
O=C(O)CN1C(=O)Nc2ccc(Br)cc2C1c1ccccc1 (stereo unspecified),102,0.4
CSC1=N/C(=C\C=C\c2cccs2)C(=O)S1,110,2
CCc1cccc(CC)c1NC(=O)C(CC)n1nc(C)n2c(cc3cc(C)ccc32)c1=O (stereo unspecified),106,0
CCc1ccc2ncc3c(-c4ccc(C)cc4)nn(CC(=O)NCc4ccccc4)c3c2c1,101,-1.2

Additional entries
canonical_smiles,PV pol inh,PV pol inh FP z-score
COC(CNC(=O)c1cc2c(=O)n(C)c3ccccc3c2n1C)OC,100,-0.9
Cc1c(C#N)c(NC(=O)CN2CCc3ccccc3C2)n(Cc2ccco2)c1C,104,0.3
CCN(CC)C(=O)C1CC(c2ccccc2OC)=NO1 (stereo unspecified),102,0.5
CC(=O)N/C(=C/c1ccccc1Br)C(=O)NCc1ccc(C)cc1,103,0.4
CCOc1cc(-c2nn3c(-c4ccoc4C)nnc3s2)cc(OCC)c1OCC,101,-0.5
CC(=O)c1cccc(NS(=O)(=O)c2cc(-c3cnc(C4CC4)o3)ccc2C)c1,104,-0.3
O=C(CCN1C(=O)COc2ccccc21)NC1CCCCCC1,101,-0.6
CCn1c(C)c(C)c2cc(C(=O)NCCN3CCN(C)CC3)ccc21,103,0.8
COCC(=O)N(C)C1(c2nnnn2CCOC(=O)Nc2ccc(Cl)cc2)CCCC1,101,0.3
Cc1cc(=O)n2nc(N3CCCC(C(=O)N4CCN(c5ccccc5)CC4)C3)sc2n1 (stereo unspecified),101,-0.2
CC(C)OC(=O)c1cc2c(ccn2-c2ccc(F)cc2)n1C,102,0.3
CCNc1sc(C(=O)OCC)c(N)c1C#N,102,-0.3
Cc1cccc(N2CCN(S(=O)(=O)c3cc(Cl)ccc3Cl)CC2)c1C,102,-0.2
CCOC(=O)Cn1c(=O)n(CC2CCCO2)c2nc(-c3ccccc3F)nc(C(N)=O)c21 (stereo unspecified),105,-0.3
O=C(CC(c1ccccc1)c1ccccc1)c1nnc(-c2ccccc2)o1,103,0.2
